CHRM5 PAM: potentiates acetylcholine response at human M5 receptor | P08912 | CHO-K1 hM5, Fluo-8 calcium, ACh EC20 PAM; 0% = ACh EC20, 100% = ACh EC100 | activation, % at 3 µM | actives 0.3% (n = 360,000) | AID 624038;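 active = activation above the run cutoff, the mean activation of all test compounds plus 3 SD, cut at about 18% in these data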
Target sequence (P08912 whole entry, looked up): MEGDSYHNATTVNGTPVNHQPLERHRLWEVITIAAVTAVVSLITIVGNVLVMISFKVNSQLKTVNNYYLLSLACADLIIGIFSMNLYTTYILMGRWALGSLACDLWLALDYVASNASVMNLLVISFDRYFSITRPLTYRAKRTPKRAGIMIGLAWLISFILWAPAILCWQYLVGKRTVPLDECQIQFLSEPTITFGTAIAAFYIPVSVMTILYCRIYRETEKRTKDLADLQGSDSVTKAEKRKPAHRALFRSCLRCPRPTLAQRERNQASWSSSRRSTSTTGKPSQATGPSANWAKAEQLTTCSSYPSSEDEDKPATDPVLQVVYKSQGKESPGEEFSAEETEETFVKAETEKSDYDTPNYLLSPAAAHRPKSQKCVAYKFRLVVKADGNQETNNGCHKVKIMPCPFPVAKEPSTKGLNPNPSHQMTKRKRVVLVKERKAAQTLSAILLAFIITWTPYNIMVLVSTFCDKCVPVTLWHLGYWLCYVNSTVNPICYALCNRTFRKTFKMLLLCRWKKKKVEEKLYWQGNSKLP
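system = human M5 receptor in CHO-K1 cells | reagent = EC20 acetylcholine as agonist stimulus | compound dosing = single-point, 3 µM nominal | incubation = Fluo-8 loading 80 min at 37 °C plus 30 min room temperature | detection = Fluo-8 calcium dye fluorescence, kinetic read | benchmarks = low control EC20 acetylcholine (0%), high control EC100 acetylcholine (100%)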
CHRM1 PAM: positive allosteric modulators of human M1 muscarinic receptor; P11229; CHO-K1 hM1, Fluo-8 calcium fluorescence, ACh EC20; 0% = ACh EC20, 100% = maximal ACh; activation, % at 3 µM; actives 0.088% (n = 360,000); in the data active = activation above about 19%, passing the limit was not always enough
CRFBP-R2 block: blocks CRF-induced signaling of the CRF-BP/CRF-R2 complex; HEK293 CRF-R2/CRF-BP, CRF-induced calcium fluorescence; inhibition, % at 11.8 µM; actives 0.59% (n = 350,000);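 active = inhibition of the ligand-induced calcium signal above about 50% at the single tested concentration, limit read from the data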
M4 PAM: potentiates acetylcholine response at human M4 receptor; CHO-K1 hM4/Gqi5, Fluo-8 calcium fluorescence, ACh EC20; 0% = ACh EC20, 100% = maximal ACh; activation, % at 3 µM; actives 0.4% (n = 360,000); AID 624126;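 active = activation above its plate's cutoff, the mean activation of sample wells plus 3 SD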; also: some results filed as inactive read as strong as hits
Target sequence (P08173 whole entry, looked up): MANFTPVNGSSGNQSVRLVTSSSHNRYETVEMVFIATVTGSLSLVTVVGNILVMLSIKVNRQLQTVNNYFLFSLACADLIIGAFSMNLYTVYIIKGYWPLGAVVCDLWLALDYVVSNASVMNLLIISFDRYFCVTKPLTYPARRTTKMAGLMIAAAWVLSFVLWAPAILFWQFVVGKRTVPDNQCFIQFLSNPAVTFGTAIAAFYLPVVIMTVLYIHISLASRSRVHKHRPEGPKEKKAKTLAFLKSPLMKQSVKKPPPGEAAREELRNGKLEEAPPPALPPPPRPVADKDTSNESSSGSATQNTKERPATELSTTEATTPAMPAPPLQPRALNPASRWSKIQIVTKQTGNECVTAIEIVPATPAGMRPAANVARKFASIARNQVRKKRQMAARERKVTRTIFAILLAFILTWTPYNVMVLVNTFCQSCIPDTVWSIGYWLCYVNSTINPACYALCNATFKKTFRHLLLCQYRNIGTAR
CRFR2-BP ag: CRF-BP/CRF-R2 complex agonism | HEK293 CRF-R2/CRF-BP, calcium dye fluorescence (FLIPR); percent of saturating CRF peptide response | activation, % at 13.2 µM | actives 0.46% (n = 350,000);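 active = activation of at least 50%, plus an integration ratio under a set limit after plate pattern correction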;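 also: plate controls were neutral control wells without compound for no effect and CRF at EC100 for full effect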
CHRM5 agonist: CHRM5 agonism in calcium assay; activation, % at 3 µM; CHO-K1 hM5 cells, Fluo-8 calcium fluorescence; 0% DMSO wells, 100% maximal acetylcholine response; actives 0.19% (n = 360,000); P08912;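 active = activation above the run's mean over test compounds plus 3 SD, cut at about 23% in these data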;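 also: signal is peak over basal fluorescence ratio across the kinetic read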
CHRM5 antagonist: blocks acetylcholine activation of human M5 receptor; inhibition, % at 3 µM; actives 0.59% (n = 360,000); AID 624040; CHO-hM5 cells, Fluo-8 calcium fluorescence, ACh EC80;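 active = inhibition above a per-plate cutoff, the mean of that plate's test compounds plus 3 SD, cut at about 27% in these data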;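 also: 0% = acetylcholine EC80 with DMSO and 100% = DMSO without agonist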
M4 antag: antagonists of human muscarinic M4 receptor (CHRM4) | P08173 | CHO-hM4 cells, ACh EC80, Fluo-8 calcium fluorescence | inhibition, % at 3 µM | actives 0.73% (n = 360,000);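 active = inhibition above its plate's cutoff, the mean inhibition of sample wells plus 3 SD, cut at about 27% in these data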;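 also: 0% = acetylcholine EC80 with DMSO and 100% = DMSO without agonist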
M4 ag: CHRM4 agonism in calcium assay. actives 0.14% (n = 360,000). activation, % at 3 µM. P08173. CHO-K1 hM4/Gqi5, Fluo-8 calcium fluorescence; vehicle 0%, full acetylcholine response 100%;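 active = activation above the run mean over all test wells plus 3 SD, cut at about 32% in these data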;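 also: peak over basal fluorescence ratio per well then scaled between controls; 0% = DMSO wells and 100% = acetylcholine at EC100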
The depositor's hits bear a star; x = no result given.

Screens in order: CHRM5 PAM	CHRM1 PAM	CRFBP-R2 block	M4 PAM	CRFR2-BP ag	CHRM5 agonist	CHRM5 antagonist	M4 antag	M4 ag
> CC(=O)c1cccc(NC(=O)NCCS(C)=O)c1 (configuration not stated)
  -1	2	7	-1	-0.1	-4	5	-8	0
> COc1ccc(CN(CC2CCC(C(=O)O)CC2)C(=S)Nc2cccc(C)c2)cc1 (configuration not stated)
  -4	8	2	8	2.0	-3	1	-3	0
> CCS(=O)(=O)N1CCCC(C(=O)NC2CCCCC2C)C1 (configuration not stated)
  5	13	14	13	3.6	1	-4	-1	1
> COc1ccc(NC(=O)CSCC(=O)Nc2cc(Cl)ccc2N2CCCC2)cc1
  -1	3	-2	1	-0.8	-6	4	-7	9
> CC1=CC(c2ccccc2)n2nc(N)nc2N1 (configuration not stated)
  1	4	0	0	-2.5	1	12	-2	1
> CC(C)(C)NC(=O)NC(=O)CN1C(=O)NC(C)(c2ccccc2)C1=O (configuration not stated)
  -5	3	13	-8	4.4	1	3	-14	3
> O=C(c1cc(-c2ccc(Br)cc2)nc2ccccc12)N1CCC1
  -5	6	-4	-4	-1.6	-5	5	3	6
> CCc1ccc2nc3c(c(C(=O)O)c2c1)CCC3
  0	9	9	3	2.3	-1	8	-4	0
> CCOc1ccc(S(=O)(=O)N(CC)CC)cc1NC(=O)CSCc1c(C)noc1C
  -1	6	2	-5	-4.3	-4	7	1	1
> O=C(Cc1ccc(Cl)cc1)N/N=C/c1ccncc1
  -3	-11	6	-3	-0.4	-1	-10	-5	2
> CCOc1ccc(N=CNc2ccc(OCC)cc2)cc1
  -3	-3	2	-4	28	-3	4	-1	-1
> Cc1cc(C)n(CCc2nc(-c3ccc(C(C)(C)C)cc3)cs2)n1
  -10	-7	1	-12	-1.6	-1	3	-2	0
> CCc1ccccc1NC(=O)CC(NCc1ccccc1)C(=O)O (configuration not stated)
  -2	3	-9	0	-0.2	-2	11	3	0
> CC(NS(=O)(=O)c1ccc2c(c1)OCCO2)c1ccccc1 (configuration not stated)
  -1	2	8	1	0.7	-1	-10	-3	0
> Cc1ccc2nc(NC(=O)COC(=O)c3cccnc3)sc2c1
  -2	2	-5	-1	-0.3	4	-4	-3	3
> CN(C)S(=O)(=O)c1ccc(-c2csc(-c3cccnc3)n2)cc1
  -4	-3	-4	1	2.1	-4	-2	-9	6
> Cc1cccn2c(=O)c3cc(S(=O)(=O)c4ccccc4)c(=N)n(Cc4cccnc4)c3nc12
  8	-5	2	-1	6.4	-4	3	-2	3
> CC(=O)c1cccc(NC(=O)N2C3CCC2CC(NC(=O)Nc2ccccc2)C3)c1 (configuration not stated)
  0	10	17	-4	1.3	-4	3	-5	0
> CN1C(=O)NC(c2ccc(O)cc2)C(C(=O)c2cccs2)C1(O)C(F)(F)F (configuration not stated)
  4	5	14	2	-4.5	0	2	10	0
> CC1Sc2ccc(S(=O)(=O)CCC(=O)N3CCCC3)cc2NC1=O (configuration not stated)
  -4	7	3	1	-1.2	-5	11	3	4
> Cc1cc(C)c(S(=O)(=O)N2CCN(C(=O)C3COc4ccccc4O3)CC2)c(C)c1 (configuration not stated)
  -4	-11	0	1	2.2	0	14	5	1
> COc1ccc(C(=O)NCCS(=O)(=O)NCc2cccnc2)cc1
  7	4	-17	10	-0.3	-1	0	-8	0
> Cc1ccc(Cn2c(=N)n(CC(O)COc3ccccc3)c3ccccc32)cc1 (configuration not stated)
  -5	2	-16	-11	-0.3	-1	15	11	10
> CCOC(=O)C1C(=O)CC(C)(O)C(C(=O)OCC)C1c1cc(Br)ccc1OC (configuration not stated)
  0	8	-16	-4	-0.1	-3	2	12	-1
> COC(=O)c1ccc(NC(=S)N2CCN(Cc3ccccc3OC)CC2)cc1
  -2	7	9	-1	-3.3	-1	8	5	5
> C=C(C)Cn1c2ccc(NC(=O)NCCc3ccccc3)cc2c(=O)n1C
  2	0	x	2	x	1	2	-2	1
> CCCNC(=O)CS(=O)(=O)Cc1nc(-c2cccc(OC)c2)oc1C
  2	17	-3	5	3.8	-1	-8	-11	2
> COc1ccc(F)cc1S(=O)(=O)NCCN1CCOCC1
  8	3	3	1	2.1	0	-4	-2	1
> Cc1ccc(C)c(N2CCN(C(=O)CCCn3c(=O)c4cccn4c4cccnc43)CC2)c1
  -5	7	-1	-3	1.6	-3	11	6	15
> CC(C)(C)c1ccc(Cn2nc(CC(=O)O)c3ccccc3c2=O)cc1
  21*	15	5	12	-1.6	3	-22	-6	0
> Cc1oc2cc3oc(=O)c(CCC(=O)N4CCC(C(=O)O)(c5ccccc5)CC4)c(C)c3cc2c1C
  -2	3	x	5	x	3	6	-12	0
> Cc1cc(NC(=O)CN2CC(C)OC(C)C2)n(-c2nc3ccccc3s2)n1 (configuration not stated)
  -8	2	1	6	-0.6	-6	1	-2	0
> NNC(=S)Nc1ccc(C(F)(F)F)cc1Cl
  -5	11	-7	7	-1.7	3	8	-7	0
> O=C(O)C1Nc2c(C(F)(F)F)ccc(Cl)c2C2C=CCC12 (configuration not stated)
  19*	17	-19	1	3.8	-2	-9	-29	2
> O=C(Nc1ccc(F)c(Cl)c1)Nc1nnc([C@@H]2O[C@H](CO)[C@@H](O)[C@H]2O)s1
  2	3	x	-3	x	0	-1	-5	0
> CCOc1ccc(C2C(=O)N(C3CCCCC3)CC(=O)N2CC2CCCO2)cc1OC (configuration not stated)
  2	2	-34	18	0.1	-2	-3	-4	1
> Cc1noc(NS(=O)(=O)c2ccc(NC(=O)c3cc(-c4ccccc4Cl)nc4ccccc34)cc2)c1C
  3	11	-2	6	0.5	-6	-7	2	0
> O=C(COC(=O)/C=C/c1cccc(Br)c1)NCc1cccs1
  0	-1	-1	4	-0.7	2	12	5	2
> C#CCNC(=O)C1=C[C@H](c2csc3ccccc23)C[C@H](OCCCCO)O1
  6	7	-6	8	-2.9	1	1	-4	0
> Cc1ccc(C(=O)C2=C(O)C(=O)N(CC3CCCO3)C2c2ccccc2F)o1 (configuration not stated)
  0	16	7	-3	-0.4	-2	6	1	-1

Some of these compounds in order of SMILES length, lowest first:
Screens in order: CHRM5 PAM	CHRM1 PAM	CRFBP-R2 block	M4 PAM	CRFR2-BP ag	CHRM5 agonist	CHRM5 antagonist	M4 antag	M4 ag
> CCCNC(=O)CS(=O)(=O)Cc1nc(-c2cccc(OC)c2)oc1C
  2	17	-3	5	3.8	-1	-8	-11	2
> COC(=O)c1ccc(NC(=S)N2CCN(Cc3ccccc3OC)CC2)cc1
  -2	7	9	-1	-3.3	-1	8	5	5
> C#CCNC(=O)C1=C[C@H](c2csc3ccccc23)C[C@H](OCCCCO)O1
  6	7	-6	8	-2.9	1	1	-4	0

Next part:
Screens in order: CHRM5 PAM	CHRM1 PAM	CRFBP-R2 block	M4 PAM	CRFR2-BP ag	CHRM5 agonist	CHRM5 antagonist	M4 antag	M4 ag
> O=C(CNC(=O)c1ccccc1F)NCCN1C(=O)S/C(=C\c2ccc3c(c2)OCO3)C1=O
  5	16	6	9	-0.8	6	-7	2	2
> COc1cccc(CN2CC(C(=O)NCCN3CCOC3=O)CCC2=O)c1 (configuration not stated)
  0	5	-7	3	0.1	-6	15	4	0
> COC(=O)C(C)Sc1nc2c(c(=O)[nH]c(=O)n2C)n1CCC(C)C (configuration not stated)
  -3	0	-10	1	-1.2	-2	-3	-10	2
> CCCc1c(O)c2ccccc2n(-c2ccccc2)c1=O
  6	7	9	10	-1.0	0	0	2	0
> Cc1oc2c(cc(NS(=O)(=O)c3ccc(F)cc3)c3ccccc32)c1C(=O)O
  1	15	6	3	2.5	-1	1	-9	3
> O=C1N=C(N2CCCCC2)SC1=C1CCCC1
  12	-11	32	3	-0.8	-6	8	6	-1
> O=[N+]([O-])c1ccc(Cl)c(S(=O)(=O)/N=C(/c2ccccc2)N2CCOCC2)c1
  -2	3	9	1	1.1	-5	2	-1	0
> O=C(Cn1c(=O)oc2cccnc21)Nc1ccc(C(F)(F)F)cc1
  -15	10	8	1	-0.7	-6	23	8	1
> Cn1nc(CC(=O)NC2CCCCC2)c2ccccc2c1=O
  -7	0	0	-2	0.8	5	3	1	3
> Cc1nn(Cc2c(Cl)cccc2Cl)c(C)c1C(=O)NCc1ccc(C)n1C
  8	3	2	11	3.0	-4	-6	-7	0
> Cn1cnnc1SCc1ccc(C(=O)N/N=C(/CCC(=O)O)c2ccc(C(C)(C)C)cc2)cc1
  0	-1	-8	3	0.4	1	4	-9	6
> CC(C)CCC(CCNCc1ccccn1)c1ccc2c(c1)OCO2 (configuration not stated)
  -9	-12	-4	0	5.1	-5	4	-24	5
> Cc1ccc(OCC(=O)NNC(=S)NC(=O)c2ccc(Br)o2)c(C)c1
  1	6	-15	6	51*	-1	-4	2	0
> O=C(c1ccco1)N(Cc1ccc(Cl)cc1)C1CCS(=O)(=O)C1 (configuration not stated)
  1	12	-3	6	0.2	-4	-4	-10	0
> COCCSc1nnc(NC(=O)C2CCCO2)s1 (configuration not stated)
  4	5	8	1	0.3	2	0	-2	0
> CCOc1ccc(N2CC(C(=O)NNC(=O)c3ccc(Br)cc3)CC2=O)cc1 (configuration not stated)
  2	11	0	4	-1.0	0	5	-3	0
> Cc1noc(C)c1CSCC(=O)N1CCN(c2ccc(F)cc2)CC1
  -4	1	23	7	3.2	10	2	5	8
> CC(C)OCCCNC(=O)c1cccc(NC(=O)c2ccccc2)c1
  -3	5	-14	-10	-0.8	3	-2	1	7
> COc1ccc(C(=O)Nc2nnc(S(=O)(=O)N(C)Cc3ccc(F)cc3)s2)cc1OC
  -6	3	9	-4	-1.5	-2	27	11	1
> CCCCNC(=O)c1onc(CSc2cccc(F)c2)c1C(=O)O
  10	-9	5	-5	-0.5	1	-6	3	0

6 compounds from above, reduced to M4 antag:
SMILES | M4 antag
Cc1ccc(OCC(=O)NNC(=S)NC(=O)c2ccc(Br)o2)c(C)c1 | 2
O=C(CNC(=O)c1ccccc1F)NCCN1C(=O)S/C(=C\c2ccc3c(c2)OCO3)C1=O | 2
O=C(Cn1c(=O)oc2cccnc21)Nc1ccc(C(F)(F)F)cc1 | 8
Cc1oc2c(cc(NS(=O)(=O)c3ccc(F)cc3)c3ccccc32)c1C(=O)O | -9
Cn1nc(CC(=O)NC2CCCCC2)c2ccccc2c1=O | 1
CC(C)OCCCNC(=O)c1cccc(NC(=O)c2ccccc2)c1 | 1

Next part.
Screens in order: CHRM5 PAM	CHRM1 PAM	CRFBP-R2 block	M4 PAM	CRFR2-BP ag	CHRM5 agonist	CHRM5 antagonist	M4 antag	M4 ag
> CCOC(=O)C1CCCN(C(=O)c2cc3c(-c4cccc(OC)c4)nn(C)c3s2)C1 (configuration not stated)
  -24	1	1	-5	0.6	-9	3	-8	7
> CS(=O)(=O)Nc1cccc(NC(=O)C2Cc3c(-c4ccccc4)ccnc3O2)c1 (configuration not stated)
  -3	4	x	-1	x	3	8	-11	9
> COCCN(CCOC)S(=O)(=O)NC[C@H]1O[C@@H](n2cnc3c(N)ncnc32)[C@H](O)[C@@H]1O
  -4	15	-7	7	1.8	-1	3	-7	1
> CC(=O)c1ccc(S(=O)(=O)N2CCN(CCOc3ccc(Br)cc3)CC2)cc1
  -10	6	5	2	4.9	5	8	-11	17
> Cc1ccc(SCC(=O)NNC(=O)c2ccccc2)cc1C
  3	3	10	-4	-1.2	-1	0	14	1
> Cc1ccc(C(=O)NCCNS(=O)(=O)c2ccccc2)cc1
  -2	10	-2	2	-2.7	-6	4	-1	1
> O=S(=O)(c1ccc2c(c1)OCCO2)N1CCC(O)(c2ccc(Cl)cc2)CC1
  -30	-5	-2	-5	-2.8	-12	0	-8	5
> COc1ccc(C(CC(=O)O)NC(=O)c2sc3ccccc3c2Cl)cc1 (configuration not stated)
  13	10	-6	0	-3.5	1	-2	3	0

High-throughput results: PubChem, several laboratories
